High-throughput results as filed in PubChem BioAssay.
MBNL1-CUG inh = MBNL1-poly(CUG) RNA binding inhibition | Q9NR56 | TR-FRET MBNL1-His/biotin-(CUG)12 binding, 665/545 ratio | Potency, µM (series often up to 57.5 µM), inactives show top-dose activity change, negative = inhibition, hits mostly inhibitors | 0.036% of 280,000 active; active means well fitted inhibition curve with a large enough effect in the signal ratio, with a control signal flat, not every such curve was filed as active; inconclusive means small, poorly fitted or top-dose-only effect, or effect the other way, or a change in a side signal; inactive means no such curve, though single readings can be large or run the other way; the % refers to the signal ratio; further: on the % scale 0 is the no-effect control and ±100 the full control effect
Target sequence (Q9NR56 whole entry, looked up): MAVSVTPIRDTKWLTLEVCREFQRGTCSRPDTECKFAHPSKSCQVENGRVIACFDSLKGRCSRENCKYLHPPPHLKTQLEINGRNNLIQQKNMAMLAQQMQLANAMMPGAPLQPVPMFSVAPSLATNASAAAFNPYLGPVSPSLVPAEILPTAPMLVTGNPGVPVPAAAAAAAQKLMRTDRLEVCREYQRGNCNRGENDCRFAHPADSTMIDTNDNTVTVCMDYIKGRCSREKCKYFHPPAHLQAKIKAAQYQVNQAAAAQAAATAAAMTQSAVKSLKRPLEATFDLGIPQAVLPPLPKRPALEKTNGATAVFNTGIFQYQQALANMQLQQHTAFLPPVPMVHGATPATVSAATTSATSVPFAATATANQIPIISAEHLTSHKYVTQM
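TR-FRET between His-tagged MBNL1 and biotin-(CUG)12 RNA, detected with Tb anti-His antibody (0.055 ng/ul) and streptavidin-XL665 (5 nM), 60 min at room temperature. Compounds titrated 92 nM to 58 uM; 665/545 nm ratio normalized to buffer and complex controls.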
ELG1 genotox = genotoxicity induction in ELG1-luciferase HEK293T cells | HEK293T ELG1-luciferase reporter, luminescence, 16 h | Potency, µM (series often up to 46 µM), for inactives: top-dose activity change, positive = activation, actives largely listed as activators | 1.3% of 330,000 active | AID 504466; further: % of control where 0% means no effect; nearly all actives have a fitted effect of over 60% in size
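Screening used a luciferase reporter fused to human ELG1 in HEK293T cells. Luminescence was read on a CCD plate imager after 16 hr exposure and 30 min ONE-Glo incubation.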
NPC1 prom act = activators of NPC1 promoter. Huh7 NPC1 promoter luciferase reporter, 24 h. Potency, µM (series often up to 9.22 µM), without a hit: top-dose activation, hits mostly activators. 2.4% of 320,000 active. AID 485313;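 further: % of control where 0% means no effect; nearly all actives have a fitted effect of over 60% in size; reporter is driven by a mutant NPC1 promoter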
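Luminescence read-out of NPC1 promoter-driven luciferase in stably transfected Huh7 cells; compounds delivered in DMSO and left 24 h at 37C, 5% CO2, qHTS titration format.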
Rab9 promoter act = activates the Rab9 promoter; Huh7 Rab9 promoter-luciferase reporter, luminescence, 24 h; Potency, µM (doses to about 9.22 µM), without a hit: at the top dose activation, negative = inhibition, actives largely listed as activators; 2.8% of 320,000 active; further: % of control where 0% means no effect; nearly all actives have a fitted effect of over 60% in size
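Cells were plated at 1500 per well in reduced-serum medium with 10% FBS and left 2 h. Compound in DMSO was then added for 24 h at 37 °C. Reporter signal was read by luminescence after 10 min with luciferase detection reagent.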
RORg inh = blocks mouse ROR gamma transcriptional activity | P51450 | Drosophila S2 Gal4-RORgamma UAS-luciferase reporter, 20 h | Potency, µM (highest dose often 53.6 µM), inactives show at the top dose activity change, negative = inhibition, usual class: inhibitors | 5.4% of 310,000 active; further: on the % scale 0 is the no-effect control and ±100 the full control effect; nearly all actives have a fitted effect of over 60% in size
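Schneider cells (Drosophila), stable Gal4 DBD–ROR gamma + UAS-luc; 1 hr cmpd preincubation; Cu2+ induction 700 uM final; 20 hr ambient; luminescence.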
Gal4-VP16 FLuc = Gal4-VP16 reporter inhibition counter-screen. AID 2546. Drosophila S2 Gal4-VP16 UAS-luciferase, luminescence, 20 h. Potency, µM (doses to about 53.6 µM), without a hit: at the highest dose activity, negative = inhibition, usual class: inhibitors. 3.5% of 310,000 active;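 further: Gal4-VP16 expression switched on by copper sulfate through the metallothionein promoter; on the % scale 0 is the no-effect control and ±100 the full control effect; nearly all actives have a fitted effect of over 50% in size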
uPA surface inh = inhibitors of cell surface uPA generation; 0.31% of 330,000 active; AID 540303; Potency, µM (highest dose often 38.3 µM), inactives show at the highest dose activity change, negative = inhibition, most hits filed as inhibitors; cell surface uPA generation assay, qHTS; active means well fitted inhibition curve with a large enough effect; inconclusive means small, poorly fitted or top-dose-only effect; inactive means no such curve, though single readings can be large or run the other way; tested in mouse RAW 264.7 cells; further: on the % scale 0 is the no-effect control and ±100 the full control effect; nearly all actives have a fitted effect of over 55% in size
FLuc modulator = counter-screen for miR-21 project: firefly luciferase inhibitors or activators; purified FLuc, Km substrates, luminescence inhibition; P08659; AID 588342; 6.9% of 360,000 active; Potency, µM (top dose mostly 57.5 µM), without a hit: at the top dose activity change, negative = inhibition, most hits filed as inhibitors;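 further: plate controls were vehicle for no effect and reference inhibitor for full effect; nearly all actives have a fitted effect of over 55% in size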
Target sequence (P08659 whole entry, looked up): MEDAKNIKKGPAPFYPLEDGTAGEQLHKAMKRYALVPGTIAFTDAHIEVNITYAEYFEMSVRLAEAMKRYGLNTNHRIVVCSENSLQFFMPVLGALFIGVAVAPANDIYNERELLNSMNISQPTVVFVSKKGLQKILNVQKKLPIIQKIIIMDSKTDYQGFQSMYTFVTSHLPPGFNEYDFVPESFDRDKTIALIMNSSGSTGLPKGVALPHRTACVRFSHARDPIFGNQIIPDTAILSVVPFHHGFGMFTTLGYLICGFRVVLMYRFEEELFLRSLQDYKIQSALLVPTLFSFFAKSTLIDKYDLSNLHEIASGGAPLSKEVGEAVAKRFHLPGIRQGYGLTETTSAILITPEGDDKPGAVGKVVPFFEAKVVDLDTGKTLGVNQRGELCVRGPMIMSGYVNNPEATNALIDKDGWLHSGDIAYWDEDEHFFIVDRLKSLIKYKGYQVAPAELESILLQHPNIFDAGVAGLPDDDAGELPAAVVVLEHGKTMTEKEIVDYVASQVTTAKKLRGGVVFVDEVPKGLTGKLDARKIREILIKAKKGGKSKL
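Purified P. pyralis luciferase (10nM final) with 10uM D-luciferin and 10uM ATP (Km levels) in 50mM Tris acetate pH 7.5, 10mM Mg acetate, 0.01% Tween-20, 0.05% BSA; qHTS 6-point titration, ~60 µM downward; luminescence read.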
p53 reactivator = restores transcriptional activity of mutant p53 | AID 504706 | H1299 p53-A138V BP100-luciferase reporter, luminescence, 24 h | Potency, µM (highest dose often 92.2 µM), for the others: at the highest dose activity change, positive = activation, hits mostly activators | 0.063% of 320,000 active; further: % of control where 0% means no effect; nearly all actives have a fitted effect of over 45% in size
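p53-null H1299 cells stably carrying temperature-sensitive p53-A138V and a BP100-luciferase reporter were pinned with compounds (4-point, 1:5 series) and held 24 hrs at 37 deg C. Luminescence was read 10 min after detection reagent.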
BRCA1 expr act = activators of BRCA1 expression; MCF7-BRCA1-FFLuc reporter, luminescence, 48 h; response scale: scaled: vehicle 0%, 10 µM genistein 100%; Potency, µM (top dose mostly 46.1 µM), inactives show at the highest dose activation, most hits filed as activators; 1.1% of 380,000 active; AID 624202; further: nearly all actives have a fitted effect of over 80% in size; some results filed as inactive show a strong effect at the top dose
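MCF7-BRCA1-FFLuc cells, 2000/well in phenol-red-free MEM, attached 2 h then treated 48 h at 37 C. Luciferase luminescence read 15 min after reagent; normalized to genistein maximum activation (10microM) and DMSO, concentration-response fitted.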
* marks the source's active call; other numbers are inactive results; [ ] = dose if it differs, or a comment. Unless noted, the call rests on the fitted dose curve; in most records, active means well fitted curve in the direction sought with a large enough effect; inconclusive means small, poorly fitted or top-dose-only effect, or another doubt; inactive means no such curve, though single readings can be large; an effect the other way counts as inactive or inconclusive. Potency means the concentration at half of the fitted maximal effect.

COc1ccc(CCN2CC(C(=O)NCc3ccco3)CC2=O)cc1OC (stereo not given) was read as MBNL1-CUG inh -17%, ELG1 genotox 0%, NPC1 prom act -3%, Rab9 promoter act 2%, RORg inh -19%, Gal4-VP16 FLuc 4%, uPA surface inh 2%, FLuc modulator -2%, p53 reactivator 2% and BRCA1 expr act 3%.
For CN(Cc1ccccc1)C(=O)CCC(=O)N(C)Cc1ccccc1 the results were MBNL1-CUG inh -6%, ELG1 genotox inconclusive, NPC1 prom act inconclusive, Rab9 promoter act inconclusive, RORg inh 48%, Gal4-VP16 FLuc -1%, uPA surface inh -1%, FLuc modulator inconclusive, p53 reactivator inconclusive and BRCA1 expr act inconclusive.
`O=C1c2ccccc2NC(c2ccncc2)N1c1ccccn1` (stereo not given) gave MBNL1-CUG inh -6%, ELG1 genotox 1%, NPC1 prom act -2%, Rab9 promoter act 1%, RORg inh 40%, Gal4-VP16 FLuc -26%, uPA surface inh 3%, FLuc modulator 8%, p53 reactivator 1% and BRCA1 expr act 13%.
Screening CCOC(=O)/C(C#N)=C/c1ccc(SC)cc1 returned MBNL1-CUG inh inconclusive, ELG1 genotox 4%, NPC1 prom act 9%, Rab9 promoter act -3%, RORg inh -2%, Gal4-VP16 FLuc -1%, uPA surface inh 4%, FLuc modulator 13µM*, p53 reactivator -3% and BRCA1 expr act 3%.
For CCC(C)C1NC(=S)N(C2CCCCC2)C1=O (stereo not given) the results were MBNL1-CUG inh -1%, ELG1 genotox 0%, NPC1 prom act 1%, Rab9 promoter act 1%, RORg inh 6.3µM*, Gal4-VP16 FLuc 11µM*, FLuc modulator -2%, p53 reactivator -8% and BRCA1 expr act -38%.
Cn1nc(C(=O)OCC(=O)c2ccccc2)c2ccccc2c1=O was read as ELG1 genotox 1%, uPA surface inh 1%, p53 reactivator 13% and BRCA1 expr act 24%.
`O=C(Nc1nc2cc3c(cc2s1)OCCO3)c1ccc([N+](=O)[O-])o1` gave MBNL1-CUG inh 14%, ELG1 genotox 9.2µM*, NPC1 prom act 0.89µM*, Rab9 promoter act 1µM*, RORg inh -45%, Gal4-VP16 FLuc inconclusive, uPA surface inh -13%, FLuc modulator 1.2µM*, p53 reactivator inconclusive and BRCA1 expr act -6%.
C[C@H](NC(=O)c1nc[nH]c1C(=O)N1CCNCC1)C(=O)OCc1ccccc1 was read as ELG1 genotox 0%, NPC1 prom act -1%, Rab9 promoter act -3%, uPA surface inh 13%, FLuc modulator 0%, p53 reactivator 11% and BRCA1 expr act 3%.
Screening O=C(CN(C(=O)c1ccccc1Cl)N1C(=O)C2C3C=CC(C3)C2C1=O)c1cccs1 (stereo not given) returned MBNL1-CUG inh -2%, ELG1 genotox -1%, NPC1 prom act -3%, Rab9 promoter act 0%, RORg inh -2%, Gal4-VP16 FLuc 3%, uPA surface inh 15%, FLuc modulator -1%, p53 reactivator 1% and BRCA1 expr act -23%.
Cn1ccc(NC(=O)Nc2cccc(C(F)(F)F)c2)n1 was read as MBNL1-CUG inh -4%, ELG1 genotox -5%, NPC1 prom act 2%, Rab9 promoter act 4%, RORg inh 5%, Gal4-VP16 FLuc -12%, uPA surface inh 3%, FLuc modulator inconclusive, p53 reactivator -4% and BRCA1 expr act -2%.
CCOC(=O)c1ccc(N2C(=O)CC(N3CCN(C(=O)c4ccco4)CC3)C2=O)cc1 (stereo not given) was read as MBNL1-CUG inh 4%, ELG1 genotox -1%, NPC1 prom act -2%, Rab9 promoter act 0%, RORg inh -2%, Gal4-VP16 FLuc 3%, uPA surface inh -2%, FLuc modulator 7%, p53 reactivator 0% and BRCA1 expr act 9%.
`CCN(CC(=O)NC1CCS(=O)(=O)C1)S(=O)(=O)c1cc(C)ccc1C` (stereo not given) gave ELG1 genotox 1%, NPC1 prom act -8%, Rab9 promoter act 0%, uPA surface inh 0%, FLuc modulator -8%, p53 reactivator 7% and BRCA1 expr act -18%.
`COC(=O)C1=C(C)N(Cc2ccccc2)C(=NCCc2c[nH]c3ccccc23)N[C@H]1c1cccc(F)c1` gave ELG1 genotox 1%, uPA surface inh -22%, p53 reactivator -10% and BRCA1 expr act -60%.
`CC(C)c1ccc(Nc2ccc(C(=O)O)cc2[N+](=O)[O-])cc1` gave MBNL1-CUG inh inconclusive, ELG1 genotox 5%, NPC1 prom act -2%, Rab9 promoter act 12%, RORg inh 10%, Gal4-VP16 FLuc -8%, uPA surface inh 2%, FLuc modulator inconclusive, p53 reactivator 3% and BRCA1 expr act 39%.
Screening CC1CCN(C(=O)CN2C(=O)C(C)(C)Oc3ccc(C(=O)NC4CCCC4)cc32)CC1 returned MBNL1-CUG inh -8%, ELG1 genotox -3%, NPC1 prom act -1%, Rab9 promoter act -2%, RORg inh inconclusive, Gal4-VP16 FLuc 12%, uPA surface inh 4%, FLuc modulator -2%, p53 reactivator 0% and BRCA1 expr act -56%.
Screening CCc1ccc(/C=N/NC(=O)c2nnn(-c3nonc3N)c2CN2CCOCC2)cc1 returned MBNL1-CUG inh 7%, ELG1 genotox -3%, NPC1 prom act 0%, Rab9 promoter act -3%, RORg inh 9%, Gal4-VP16 FLuc 3%, uPA surface inh inconclusive, FLuc modulator 2%, p53 reactivator -15% and BRCA1 expr act -4%.
O=C(c1ccco1)N1CCN(C(=O)c2cnn3cccnc23)CC1 was read as MBNL1-CUG inh 22%, ELG1 genotox 0%, NPC1 prom act -6%, Rab9 promoter act -4%, RORg inh -26%, Gal4-VP16 FLuc -2%, uPA surface inh 2%, FLuc modulator 2%, p53 reactivator 4% and BRCA1 expr act 3%.
For COc1ccc(-c2cnc3ccccc3n2)cc1NC(=O)CNC(=O)c1ccccc1 the results were MBNL1-CUG inh 89%[activator], ELG1 genotox -3%, NPC1 prom act inconclusive, Rab9 promoter act inconclusive, RORg inh inconclusive, Gal4-VP16 FLuc -23%, uPA surface inh -1%, FLuc modulator inconclusive, p53 reactivator -8% and BRCA1 expr act inconclusive.
Screening O=C(Nc1ccccn1)c1ccc(COc2ccccc2Cl)o1 returned MBNL1-CUG inh -5%, ELG1 genotox inconclusive, NPC1 prom act 0%, Rab9 promoter act 26%, RORg inh 22%, Gal4-VP16 FLuc 9%, uPA surface inh -1%, FLuc modulator 17µM*, p53 reactivator inconclusive and BRCA1 expr act 67%.
`COc1ccc(/C(C)=N/OCC(=O)N2CC3(C)CC2CC(C)(C)C3)cc1` (stereo not given) gave MBNL1-CUG inh -7%, ELG1 genotox -4%, NPC1 prom act -2%, Rab9 promoter act -11%, RORg inh 23%, Gal4-VP16 FLuc -10%, uPA surface inh 6%, FLuc modulator -1%, p53 reactivator -1% and BRCA1 expr act -32%.

Reprinted from the part before: two compounds; new compounds follow.
Screening O=C(Nc1ccccn1)c1ccc(COc2ccccc2Cl)o1 returned MBNL1-CUG inh -5%, ELG1 genotox inconclusive, NPC1 prom act 0%, Rab9 promoter act 26%, RORg inh 22%, Gal4-VP16 FLuc 9%, uPA surface inh -1%, FLuc modulator 17µM*, p53 reactivator inconclusive and BRCA1 expr act 67%.
`COc1ccc(/C(C)=N/OCC(=O)N2CC3(C)CC2CC(C)(C)C3)cc1` (stereo not given) gave MBNL1-CUG inh -7%, ELG1 genotox -4%, NPC1 prom act -2%, Rab9 promoter act -11%, RORg inh 23%, Gal4-VP16 FLuc -10%, uPA surface inh 6%, FLuc modulator -1%, p53 reactivator -1% and BRCA1 expr act -32%.
Screening C=C(C)c1cccc(C(C)(C)NC(=O)Nc2cc(C)ccn2)c1 returned MBNL1-CUG inh 0%, ELG1 genotox -2%, NPC1 prom act -3%, Rab9 promoter act 1%, RORg inh inconclusive, Gal4-VP16 FLuc inconclusive, uPA surface inh 13%, FLuc modulator -4%, p53 reactivator inconclusive and BRCA1 expr act -54%.
Cc1cc(C(F)F)n2nc(C(=O)Nc3sc4c(c3C(N)=O)CCC4)nc2n1 was read as MBNL1-CUG inh inconclusive, ELG1 genotox 1%, NPC1 prom act 2%, Rab9 promoter act -2%, RORg inh -2%, Gal4-VP16 FLuc -1%, uPA surface inh 1%, FLuc modulator 12µM*, p53 reactivator -11% and BRCA1 expr act 29%.
For CCOc1ccccc1CNC(=O)CCNC(=O)Cn1ccc2ccccc2c1=O the results were MBNL1-CUG inh 1%, ELG1 genotox 1%, NPC1 prom act -2%, Rab9 promoter act -4%, RORg inh 1%, Gal4-VP16 FLuc -14%, uPA surface inh -8%, FLuc modulator 1%, p53 reactivator -4% and BRCA1 expr act 8%.
Screening COc1ccc(NC(=O)C2CSC(C)(C)N2C=O)cc1 (stereo not given) returned MBNL1-CUG inh -2%, ELG1 genotox 0%, NPC1 prom act 0%, Rab9 promoter act 0%, RORg inh 18%, Gal4-VP16 FLuc 11%, uPA surface inh 5%, FLuc modulator -2%, p53 reactivator 3% and BRCA1 expr act -1%.
Screening COc1ccc(C(=O)NCc2nnc(SCC(=O)N3CCCCC3)o2)cc1OC returned MBNL1-CUG inh -11%, ELG1 genotox -3%, NPC1 prom act -2%, Rab9 promoter act 2%, RORg inh inconclusive, Gal4-VP16 FLuc -4%, uPA surface inh -3%, FLuc modulator 4%, p53 reactivator 0% and BRCA1 expr act 0%.
`O=C1CCCCC1C(=O)c1ccccc1` (stereo not given) gave MBNL1-CUG inh -3%, ELG1 genotox 0%, NPC1 prom act -3%, Rab9 promoter act -1%, RORg inh 5%, Gal4-VP16 FLuc 3%, uPA surface inh 0%, FLuc modulator 1%, p53 reactivator 0% and BRCA1 expr act -4%.
